Screening results (PubChem BioAssay)
PAD4 FP inh = human PAD4 inhibitors, primary screen, biochemical, fluorescence polarization, 1536-well format; inhibition, % at 6.36 µM; Protein-arginine deiminase type-4 (Homo sapiens), Q9UM07; 330,000 compounds, 0.41% hits; AID 485272, 2010; recombinant PAD4, RCA probe fluorescence polarization;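 active means percent inhibition above a cutoff equal to the mean of all tested compounds plus 3 SD, cut at about 15% in these data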;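 further: 0% = PAD4 with RCA probe and DMSO and 100% = probe without PAD4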
BCLXL inh = inhibitors of human Bcl-xL, primary screen, biochemical, fluorescence polarization, HTS. Bcl-2-like protein 1 (Homo sapiens), Q07817. GST-Bcl-xL / FITC-Bim BH3 peptide fluorescence polarization. inhibition, % at 10.9 µM. 320,000 compounds, 0.7% hits;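 active means inhibition above the mean of all tested compounds plus 3 SD, cutoff set per campaign, cut at about 30% in these data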;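 further: 0% = DMSO wells and 100% = unlabeled Bim-BH3 peptide competitor; inhibitors lower millipolarization by displacing the labeled peptide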
Target sequence (Q07817 whole entry, looked up): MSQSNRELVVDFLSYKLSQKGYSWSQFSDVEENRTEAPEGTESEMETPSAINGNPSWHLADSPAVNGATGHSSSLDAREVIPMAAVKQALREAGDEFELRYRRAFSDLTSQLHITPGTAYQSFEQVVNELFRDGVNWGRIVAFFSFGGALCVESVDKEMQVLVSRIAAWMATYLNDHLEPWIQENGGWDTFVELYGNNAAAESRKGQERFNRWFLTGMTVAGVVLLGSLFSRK
PME-1 primary = PME-1 inhibitors via competitive probe labeling, primary screen, biochemical, fluorescence polarization, FP-Rh probe, HTS | 320,000 compounds, 0.53% hits | recombinant PME-1 | inhibition, % at 5.9 µM;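 active means inhibition above the campaign mean of all compounds plus 3 SD, cut at about 26% in these data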;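 further: competitive labeling of PME-1 active site by serine hydrolase directed probe; 0% = PME-1 with DMSO and 100% = wells lacking PME-1 enzyme; inhibitors block probe labeling so polarization falls and inhibition rises; many of its hits are not listed in these tables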
MEX-5 binding = MEX-5 zinc finger RNA-binding disruptors – biochemical, C. elegans, fluorescence polarization, MLPCN library, primary screen | Zinc finger protein mex-5 (Caenorhabditis elegans), Q9XUB2 | MEX-5/FITC-TCR2 RNA binding; hits give low values | activity score (negative = inhibition of binding), % at 10 µM | 300,000 compounds, 0.38% hits;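 active means inhibition past about -25% in most replicates, and total fluorescence under double the plate's negative control median, limit read from the data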;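 further: 0% = DMSO and -100% = 5 µM competing unlabeled TCR2 RNA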
Fam108B inh = mouse Fam108B serine hydrolase inhibitors, primary screen, counter-screen for RBBP9 inhibitor project, biochemical, fluorescence polarization | recombinant Fam108B, FP-Rh probe fluorescence polarization | inhibition, % at 9.51 µM | 300,000 compounds, 0.33% hits;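 active means inhibition above the screen mean inhibition plus 3 SD, computed separately per campaign, cut at about 18% in these data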;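 further: inhibitors lower polarization as less probe binds the enzyme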
TPT1 inhibitor = Candida albicans TPT1 enzyme inhibitors, primary screen, biochemical, fluorescence polarization. tRNA 2'-phosphotransferase TPT1 (Candida albicans SC5314). recombinant caTPT1, FP RNA substrate dephosphorylation. 300,000 compounds, 0.81% hits. AID 1962, 2009. inhibition, % at 5 µM;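 active means inhibition above the mean of all tested compounds plus 3 SD, set per screening campaign, cut at about 24% in these data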;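 further: plate controls were DMSO alone for no effect and ferristatin control at 100 nM for full effect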
MCL1-BIM inh = inhibitors of MCL1 binding to BIM-BH3, primary screen, biochemical, fluorescence polarization | Induced myeloid leukemia cell differentiation protein Mcl-1 (Homo sapiens), Q07820 | GST-MCL1 / FITC-Bim-BH3 fluorescence polarization | inhibition, % at 10.9 µM | 320,000 compounds, 0.68% hits;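 active means inhibition above the mean inhibition of all tested compounds plus 3 SD, set per campaign, cut at about 40% in these data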;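 further: 0% = DMSO wells and 100% = unlabeled Bim-BH3 peptide control; higher means more loss of mP so more displacement of Bim peptide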
GLD-1 TGE inh = GLD-1/TGE RNA complex disruptors, primary screen, biochemical, fluorescence polarization; purified GLD-1 + fluorescein TGE RNA; inhibition, % at 5.96 µM; AID 2280, 2010; 320,000 compounds, 0.44% hits;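 active means percent inhibition above a per-plate cutoff, the plate mean of test compounds plus 3 SD, cut at about 30% in these data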;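 further: 0% = DMSO wells with GLD-1 and probe and 100% = wells lacking GLD-1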
Target sequence (Q17339 whole entry, looked up): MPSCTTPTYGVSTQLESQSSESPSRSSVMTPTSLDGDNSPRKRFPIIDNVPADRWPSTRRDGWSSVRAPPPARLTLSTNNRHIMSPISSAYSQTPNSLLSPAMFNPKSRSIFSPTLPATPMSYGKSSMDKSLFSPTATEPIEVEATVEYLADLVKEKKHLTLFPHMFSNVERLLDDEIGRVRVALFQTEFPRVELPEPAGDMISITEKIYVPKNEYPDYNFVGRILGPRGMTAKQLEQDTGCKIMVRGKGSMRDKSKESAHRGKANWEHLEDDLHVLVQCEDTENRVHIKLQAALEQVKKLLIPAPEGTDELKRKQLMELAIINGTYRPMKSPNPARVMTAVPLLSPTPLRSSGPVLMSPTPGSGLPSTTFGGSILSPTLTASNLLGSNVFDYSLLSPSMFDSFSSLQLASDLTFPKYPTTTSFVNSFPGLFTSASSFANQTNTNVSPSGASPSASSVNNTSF
GSTO1 inh = inhibitors of recombinant GSTO1, primary screen, counter-screen for RBBP9 inhibitor project, biochemical, fluorescence polarization | Glutathione S-transferase omega-1 (Homo sapiens), P78417 | activity-based probe fluorescence polarization | inhibition, % at 5.96 µM | 300,000 compounds, 1.1% hits | AID 1974, 2009;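 active means inhibition above the campaign mean inhibition plus 3 SD, cut at about 35% in these data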;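 further: 0% = GSTO1-1 with DMSO and 100% = wells lacking GSTO1-1 enzyme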
Target sequence (P78417 whole entry, looked up): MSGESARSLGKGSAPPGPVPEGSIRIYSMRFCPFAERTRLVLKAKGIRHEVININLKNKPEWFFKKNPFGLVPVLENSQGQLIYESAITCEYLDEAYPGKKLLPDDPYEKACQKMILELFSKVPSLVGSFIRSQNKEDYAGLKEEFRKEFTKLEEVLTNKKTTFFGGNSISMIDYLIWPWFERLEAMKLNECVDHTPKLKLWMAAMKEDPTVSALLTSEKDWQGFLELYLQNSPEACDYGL
Starred values were filed as active, the others as inactive; . = no result given. Not all compounds are listed; the hit share may differ from the screen's.

1	NC(=O)NC(=O)COC(=O)CCCSc1nc2ccccc2s1
2	COc1ccc(-c2cnc(SCCNC(=O)c3ccc4c(c3)OCO4)[nH]2)cc1
3	Cn1nnnc1SCC(=O)NCCc1ccc(Cl)cc1
4	C/C(=N\NC(=S)Nc1ccc(C)cc1)c1cccc(N)c1
5	CC1CCCC(NS(=O)(=O)c2cccc3nsnc23)C1C (configuration not stated)
6	CNC(=O)c1cc2ncc(C(F)(F)F)cc2s1
screen / no.,1,2,3,4,5,6
PME-1 primary,6,9,5,2,1,-2
MCL1-BIM inh,5,-4,0,4,-8,-6
PAD4 FP inh,1,1,1,1,2,-3
GLD-1 TGE inh,-1,4,-3,-1,9,5
BCLXL inh,-4,-2,1,7,2,3
MEX-5 binding,1.7,1.0,0.5,-0.3,0.9,1.4
Fam108B inh,-1,-3,-3,-2,-2,-1
GSTO1 inh,8,-3,-2,-30,-10,2
TPT1 inhibitor,0,1,1,-1,0,4

7	Cc1c(C(=O)N2CCN(CCc3ccccn3)CC2)oc2ccc(Cl)cc12
8	CCC(=O)N(CCc1ccccc1)Cc1cc2cccc(C)c2[nH]c1=O
9	CN(CC1CCCO1)S(=O)(=O)c1ccc(C(=O)Nc2ccc([N+](=O)[O-])cc2)cc1 (configuration not stated)
10	O=C1/C(=C\c2cccnc2)CN(Cc2ccccc2)C/C1=C\c1cccnc1
11	COc1ccc(CNC(=O)CSc2nnc(NC(=O)C3CC3)s2)cc1
12	CC(=O)Nc1ccc(NC(=O)c2ccccc2S(=O)(=O)c2ccccc2[N+](=O)[O-])cc1
screen / no.,7,8,9,10,11,12
PME-1 primary,-1,-3,0,1,2,7
MCL1-BIM inh,3,12,-4,13,6,17
PAD4 FP inh,-2,1,-1,-1,4,-1
GLD-1 TGE inh,7,-3,7,13,2,5
BCLXL inh,2,6,0,12,7,6
MEX-5 binding,-0.9,-0.3,-2.3,1.8,1.7,0.1
Fam108B inh,-1,-5,-1,2,2,-4
GSTO1 inh,4,-2,6,5,2,1
TPT1 inhibitor,-1,-2,1,1,-4,-3

13	Cc1ccc(OCc2nnc(SC(C)C(=O)O)n2Cc2ccccc2)cc1 (configuration not stated)
14	CC(C)c1ccc(/C=N/NC(=O)c2c(Cl)cnn2C)cc1
15	CCCC(=O)Nc1nc2nc(C)cc(=O)n2[nH]1
16	CC(C(=O)OCC(=O)c1ccc([N+](=O)[O-])cc1)N1C(=O)C2C3C=CC(C3)C2C1=O (configuration not stated)
17	Cc1ccc(OCC(=O)Nc2cccc3nsnc23)c(C)c1
18	Cc1ccc(NC(=S)NNC(C)(C)C)cc1
screen / no.,13,14,15,16,17,18
PME-1 primary,-4,-6,-1,2,-27,-1
MCL1-BIM inh,3,-4,8,4,-7,10
PAD4 FP inh,-11,-1,-2,-1,1,8
GLD-1 TGE inh,5,1,5,2,-8,-4
BCLXL inh,-5,7,6,1,0,1
MEX-5 binding,-0.2,0.7,1.3,2.1,-3.0,0.8
Fam108B inh,-7,-1,-7,1,-5,-4
GSTO1 inh,6,2,-4,13,5,7
TPT1 inhibitor,6,-3,-2,0,-1,0

Reprinted, nos. 6 to 7
6	CNC(=O)c1cc2ncc(C(F)(F)F)cc2s1
7	Cc1c(C(=O)N2CCN(CCc3ccccn3)CC2)oc2ccc(Cl)cc12
screen / no.,6,7
PME-1 primary,-2,-1
MCL1-BIM inh,-6,3
PAD4 FP inh,-3,-2
GLD-1 TGE inh,5,7
BCLXL inh,3,2
MEX-5 binding,1.4,-0.9
Fam108B inh,-1,-1
GSTO1 inh,2,4
TPT1 inhibitor,4,-1

(listing goes on)
19	Cc1cccc(C(=O)O)c1NC(=O)c1ccc(F)cc1
20	CC1CN(Cc2ccccc2)c2nc3c(c(=O)n(C)c(=O)n3C)n2C1 (configuration not stated)
21	Cc1cnc(NC(=O)C2CCCO2)s1 (configuration not stated)
22	Nc1ccc2c(c1)CCC2=O
23	CC(C)COP(=O)(OCC(C)C)C(O)c1ccc(N(C)C)cc1 (configuration not stated)
24	CCOC(=O)C1CCN(C(=O)CCNC(=O)Cn2cnc3ccccc3c2=O)CC1
screen / no.,19,20,21,22,23,24
PME-1 primary,1,1,-5,2,-6,2
MCL1-BIM inh,4,3,-2,-7,3,-1
PAD4 FP inh,-2,3,-2,3,9,3
GLD-1 TGE inh,1,1,4,-100,1,2
BCLXL inh,-3,-1,0,-6,1,5
MEX-5 binding,2.8,-0.6,-1.0,-0.8,-6.3,-0.6
Fam108B inh,1,4,-2,-6,0,0
GSTO1 inh,1,17,3,2,5,8
TPT1 inhibitor,-7,-5,1,24*,-5,-2

25	Cc1cc(C)n(Cc2cccc(C(=O)N/N=C/c3ccncc3)c2)n1
26	Cc1cc(C)c(S(=O)(=O)N2CCN(S(=O)(=O)N3CCOCC3)CC2)c(C)c1
27	O=C(Cc1csc(N2CCOCC2)n1)N/N=C/c1ccccc1C(=O)O
28	COc1cc(OC)cc(-c2nc3cc(C)ccc3o2)c1
29	CC(C)(C)OC(=O)CNC(=O)c1[nH]cnc1C(=O)NCC(=O)OCc1ccccc1
30	Cc1cccc(OCC(O)CN2CCN(c3ccccn3)CC2)c1C (configuration not stated)
screen / no.,25,26,27,28,29,30
PME-1 primary,0,5,1,-2,8,1
MCL1-BIM inh,4,1,3,-2,-3,1
PAD4 FP inh,-3,-2,-10,1,1,7
GLD-1 TGE inh,-1,-3,1,4,4,9
BCLXL inh,5,4,2,5,-2,4
MEX-5 binding,-2.0,0.0,-1.5,-1.1,2.0,-3.1
Fam108B inh,-2,-2,-4,-1,1,-3
GSTO1 inh,0,-1,-10,6,6,5
TPT1 inhibitor,0,-2,-2,-5,2,0

31	COc1ccccc1NS(=O)(=O)c1ccc(C)c(NC(=O)c2c(C)noc2C)c1
32	Cc1cc(C(=O)OCC(=O)N2CCCC2)c2ccccc2n1
33	CCc1ccccc1NC1=NCC(=O)N1C1CCCC1
34	Cc1cc(Cl)c(OCCCCNC(C)(C)C)c(Br)c1
35	COC(=O)C1CCN(C(=O)c2sc3nc(-c4ccccc4)cn3c2C)CC1
36	O=C(Nc1ccc(F)cc1)N1CCN(C/C=C/c2ccccc2)CC1
screen / no.,31,32,33,34,35,36
PME-1 primary,3,5,0,1,-7,3
MCL1-BIM inh,6,7,4,-2,6,0
PAD4 FP inh,-2,0,-4,-3,-3,-2
GLD-1 TGE inh,4,2,-5,-4,-3,-6
BCLXL inh,0,5,-2,-1,7,0
MEX-5 binding,.,-1.8,-0.9,0.4,-0.7,0.8
Fam108B inh,.,1,-1,-4,-1,-3
GSTO1 inh,.,7,-1,1,2,4
TPT1 inhibitor,.,-2,2,1,-2,2

An excerpt from above in order of the GLD-1 TGE inh value, largest number first:
item	mol	GLD-1 TGE inh
31	COc1ccccc1NS(=O)(=O)c1ccc(C)c(NC(=O)c2c(C)noc2C)c1	4
35	COC(=O)C1CCN(C(=O)c2sc3nc(-c4ccccc4)cn3c2C)CC1	-3
34	Cc1cc(Cl)c(OCCCCNC(C)(C)C)c(Br)c1	-4

The results go on.
37	CCSc1nnc2ccc(-c3cccs3)nn12
38	Cc1nc2ccccc2c2nc3ccccc3n12
39	Cc1ccc(OCCCCN2CCCCC2)c(Br)c1
40	O=C(c1sc2cc(F)ccc2c1Cl)N1CCN(c2ccccc2)CC1
41	COc1ccc(C2C3=C(CCCC3=O)Nc3nc(-c4cc(OC)c(OC)c(OC)c4)nn32)cc1OC (configuration not stated)
42	O=C(CNc1ccc(F)cc1F)NC(=O)NCc1ccco1
screen / no.,37,38,39,40,41,42
PME-1 primary,0,-1,-3,-3,0,-5
MCL1-BIM inh,-4,1,-6,5,4,0
PAD4 FP inh,5,2,-3,3,-1,-2
GLD-1 TGE inh,0,8,-6,6,-3,5
BCLXL inh,0,3,4,11,3,0
MEX-5 binding,0.9,0.2,0.0,2.9,0.3,-1.8
Fam108B inh,2,1,0,3,-7,-1
GSTO1 inh,5,-3,2,4,1,5
TPT1 inhibitor,-3,-2,-3,-5,1,-1

43	CN1CCC(OC(=O)COc2ccc(C(C)(C)C)cc2)CC1
44	CCC(C(=O)OC)n1cnc2c(nnn2-c2cccc(Cl)c2)c1=O (configuration not stated)
45	COC(=O)c1ccc(CNC(=O)CSc2nc3sc(C)c(C)c3c(=O)n2C)o1
46	CC1Cc2ccccc2N1CC(=O)Nc1ccc(N2CCOCC2)cc1 (configuration not stated)
47	CCOc1nc2cnccc2n(CC(=O)Nc2ccccc2C(=O)OC)c1=O
48	CC(=O)OC1CCC2C3CCC4=CC(=O)CCC4(C)C3CCC2(C)[C@]1(C)O (some centres not stated)
screen / no.,43,44,45,46,47,48
PME-1 primary,0,-10,-1,0,-6,4
MCL1-BIM inh,1,8,-4,10,1,7
PAD4 FP inh,-3,4,1,-2,1,1
GLD-1 TGE inh,4,-5,-6,-1,0,9
BCLXL inh,3,4,1,6,-1,6
MEX-5 binding,0.1,2.0,0.3,-1.4,-1.4,0.5
Fam108B inh,-2,12,7,-1,-2,1
GSTO1 inh,-13,1,3,-1,-8,1
TPT1 inhibitor,-3,-2,-4,4,0,-3

49	CNS(=O)(=O)c1ccc(C(=O)NCC(=O)NCCC(c2ccccc2)c2ccccc2)cc1
50	Cc1ccccc1/C=C/C(=O)c1ccc([N+](=O)[O-])o1
51	COc1ccc(N(Cc2cc3cccc(C)c3[nH]c2=O)S(C)(=O)=O)cc1
52	Cc1[nH][nH]c(=O)c1C(c1ccc(F)cc1)c1c(C)[nH][nH]c1=O
53	Cc1cc(NC(=O)CSc2nnc(-c3c[nH]c4ccccc34)n2-c2ccc(F)cc2)no1
screen / no.,49,50,51,52,53
PME-1 primary,1,7,0,5,1
MCL1-BIM inh,10,5,0,5,-3
PAD4 FP inh,1,0,2,-10,3
GLD-1 TGE inh,1,2,1,-1,-3
BCLXL inh,8,9,3,9,-2
MEX-5 binding,.,-1.4,1.2,0.0,.
Fam108B inh,.,6,0,-7,-2
GSTO1 inh,.,24,-4,21,4
TPT1 inhibitor,.,2,1,0,-1
